H9c2 TAG inh – inhibitors of triacylglycerol accumulation, primary screen, cell-based, uHTS, fluorescence, H9c2; H9c2 cells, Nile Red lipid (TAG) fluorescence; cells loaded with 200 µM oleic acid; inhibition, % at 12.5 µM; 230,000 tested, 0.66% active; AID 651582, 2012;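 active = pattern-corrected inhibition of lipid staining of at least 50% with the nuclear-stain viability signal not falling by more than 50%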;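 note: 0% = DMSO wells and 100% = triacsin C control wells; some results filed as inactive read as strong as hits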
H9c2 TAG inh DAPI viability – recorded beside H9c2 TAG inh, whose call it bears; DAPI nuclei signal change (viability), lower = more cytotoxic, %;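 whole-well DAPI fluorescence read on a plate reader as a viability signal; minus 50 percent equals half of cells still viable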
* hit, by the source's call; & = joins results of further samples. These rows are one share of the data (hit frequency here may not be typical).

Molecule | H9c2 TAG inh | H9c2 TAG inh DAPI viability
CC(=O)C1=C(O)C(=O)N(CCc2c[nH]c3ccccc23)C1c1ccco1 (stereo not given) | -9 | 2
CC(C)(C)OC(=O)C[C@@H]1C/C=C\C[C@@H](CC(=O)N(CCO)Cc2ccccc2)C(=O)N[C@@H](c2ccccc2)COC1=O | 20 | -3
O=C(COc1ccc(F)cc1Cl)NC1CCCCCC1 | 23 | 6
c1cnc2ccc(C(c3nnnn3C3CCCC3)N3CCSCC3)cc2c1 (stereo not given) | 5 | -8
CCOCCCNC(=S)Nc1ccc2nc3n(c(=O)c2c1)CCCCC3 | 4 | 2
COc1ccc(NC(=S)NCCc2ccccc2)c(C)c1 | 15 | -3
Clc1ccc(-c2ccc(CNCC3CCCO3)o2)cc1 (stereo not given) | -7 | 9
CN(CC(=O)Nc1ccccc1Cl)C(=O)COC(=O)c1nc(Cl)c(Cl)c(Cl)c1Cl | 8 | -3
N#Cc1cnn(Cc2ccccc2)c1N | -10 | -3
O=C(Cn1ncc2c(=O)oc3ccccc3c21)N1CCN(c2ccccn2)CC1 | 8 | 1
COCCNC(=O)COC(=O)C1=Cc2ccccc2OC1 | 9 | 7
OCC1(Cc2cccc(C(F)(F)F)c2)CCN(Cc2cc3ccccc3o2)CC1 | -7 | 21
CCOCCCNCc1cc(Cl)cc(Cl)c1OCC | -5 | 0
CCOC(=O)[C@H]1[C@H]2COc3ccc(Br)cc3[C@@H]2N2C(=O)CN(CC3CCCO3)C(=O)[C@@]12C (stereo not given in full) | 12 | -11
CC(=O)Nc1ccc(S(=O)(=O)NCCC(=O)OC(C)C(=O)NC2(C#N)CCCCC2)cc1 (stereo not given) | -30 | 2
CCOC(=O)c1nn(-c2ccc(F)cc2)c(=O)c2c(N)scc12 | -9 | -3
O=C(Cn1cnc2cc([N+](=O)[O-])ccc2c1=O)Nc1cccc(S(=O)(=O)N2CCOCC2)c1 | 5 | -12
CCOc1ccc(S(=O)(=O)Nc2ccc(C(=O)NCC(c3ccco3)N(C)C)cc2)cc1 (stereo not given) | -9 | 9
CC(C)(C)OC(=O)N1CCC(C(=O)Nc2ccc(C(=O)N3CCOCC3)cc2)CC1 | -10 | 3
COc1ccc(N2CCN(C(CNC(=O)c3cccs3)c3ccco3)CC2)cc1 (stereo not given) | 2 | -7
CCN(C(=O)CSc1nc2ccccc2n1CC)C1CCS(=O)(=O)C1 (stereo not given) | 3 | -1
Cc1ccc2nc(C(F)C(F)(F)F)[nH]c2c1 (stereo not given) | -3 | -14
C=CCn1c(N)c(C(=O)Nc2ccc(C)cc2)sc1=S | -16 | 4
NCCCSC1=NCCCN1 | 0 | -19
CN(Cc1ccccc1)C(=O)c1nc[nH]c1C(=O)N(C)Cc1ccccc1 | 5 | 2
Clc1ccccc1OCc1nnc2n1CCCCC2 | -4 | 5
CCC(=O)NNc1nc2c(F)cc(F)cc2s1 | -11 | -1
COc1ccc(S(=O)(=O)N2CCOCC2)cc1NC(=O)CSc1nnc2c(n1)[nH]c1ccccc12 | 7 | -7
CCOc1cc(N(CC)CC)ccc1/C=C(/C#N)c1nc2ccccc2[nH]1 | -33 | 1
CC(NC(=O)CCC(=O)c1cccs1)c1ccccc1 (stereo not given) | -14 | -6

Continued:
Molecule | H9c2 TAG inh | H9c2 TAG inh DAPI viability
COc1cccc(CN2CC(C(=O)NCc3ccc(C)c(F)c3)CCC2=O)c1 (stereo not given) | -12 | 11
Cc1ccc(C(C)n2cc(C(=O)NCc3cccnc3)nn2)cc1 (stereo not given) | 17 | 1
c1ccc(-c2nnc(SCc3ccncc3)o2)cc1 | 0 | -2
Cc1ccc(OC(C)c2nnc(N)s2)cc1Cl (stereo not given) | 16 | -7
CCCCCC(=O)NC(NC(=S)Nc1ccc(S(N)(=O)=O)cc1)C(Cl)(Cl)Cl (stereo not given) | 4 | -2
CCOC(=O)c1ccccc1NC(=O)C1=COCCO1 | 15 | -2
O=C(COC(=O)c1ccc(O)cc1)Nc1ncc(Cl)cc1Cl | 0 | -7
Cc1cc(C)c(S(=O)(=O)Nc2ccc3c4c(cccc24)CC3)c(C)c1 | 58* | -37*
N#CC(c1ccccc1)c1cnccn1 (stereo not given) | -8 | -5
CCc1noc(C)c1C(=O)OCC(=O)c1ccc(OC)c(OC)c1 | -1 | 4
c1ccc2cc3[nH]c(CN4CCOCC4)nc3cc2c1 | 7 | -11
COc1ccc([C@H]2C[C@@H](n3cc(C4CC4)nn3)[C@H](O)CN2CC2CCCCC2)cc1 | -13 | 4
O=C(CSc1nnc(N2CCCC2)n1-c1cccc(Cl)c1)N1CCN(c2ccccn2)CC1 | -10 | 1
CCOC(=O)CC(=O)c1[nH]c(C)c(C(=O)OCC)c1C | -26 | 6
CCC(=O)N1CCc2cc(S(=O)(=O)Nc3ccc4c(c3)OCCO4)ccc21 | -2 | -14
O=C1[C@H]2[C@@H](C3CC3)N3C(=O)CN(CC4CC4)C(=O)[C@@]3(Cc3ccccc3)[C@H]2C(=O)N1c1ccccc1 | 9 | -14
Cc1c(O)nc(SCC(=O)Nc2ccc3c4c(cccc24)CC3)n(-c2ccc(F)cc2)c1=O | 14 | -8
CS(=O)(=O)Nc1nnc(Cc2ccccc2)s1 | 0 | -1
COc1ccc(/C(C)=C(\C#N)C(=O)OC(C)C)cc1OC | -12 | 13
C=CCNC(=O)C(=O)Nc1ccc2c(c1)N(S(=O)(=O)c1cccs1)CCC2 | -11 | -12
CC(=O)Nc1c(C)ccc(S(N)(=O)=O)c1C | 1 | 0
OCCC1CN(Cc2nc3ccccc3s2)CCN1C1CCCCC1 (stereo not given) | -1 | 5
CC1CC(C)CN(C(=O)c2ccc(CNc3c(N4CCCC4)c(=O)c3=O)cc2)C1 (stereo not given) | 1 | 5
CCn1nccc1C(=O)Nc1ccc(Cl)cn1 | -4 | 7
O=C1OCC(CO)(CO)N=C1NNc1cc(Cl)ccc1Cl | -25 | 13
Cc1ccc(NC(=O)COc2cccc3ccccc23)c(O)c1 | 42 | 0
COc1ccc2ccccc2c1CNCc1ccc(C)cc1 | -4 | 15
O=C(CN1c2cccc3cccc(c23)S1(=O)=O)NCc1ccc(Cl)cc1 | -8 | -1
COc1ccc(-c2cn3ccsc3n2)cc1 | -9 | 5
COc1ccc(OCC(=O)Nc2c3c(nn2-c2ccc(OC)cc2)CS(=O)(=O)C3)cc1 | 11 | -7

The list goes on:
Molecule | H9c2 TAG inh | H9c2 TAG inh DAPI viability
COc1cc(F)ccc1-c1csc(C(O)c2ccc(F)cc2)n1 (stereo not given) | -15 | 7
C=CCSC1=C(C#N)C2(CCCCC2)C(C#N)C(=O)N1 (stereo not given) | -18 | 3
CC(=O)c1cc(F)c(N2CCCC2)cc1C | 12 | -9
COc1ccc(C(=O)N/N=C2\CCc3ccccc32)cc1OC | -1 | 3
CCOC(=O)c1c(NC(=O)c2ccccc2C(=O)O)sc2c1CCC2 | 15 | 2
COc1ccc(-n2c(C)cc(C(=O)Cn3c(NCCO)nc4ccccc43)c2C)cc1 | 14 | 7
CC1CCN(CCCNC(=O)CCCNC(=O)Cn2cnc3sc4c(c3c2=O)CCCC4)CC1 | 32 | -49
Cc1cc([N+](=O)[O-])ccc1-c1ccc(/C=N/NC(=O)c2ccc(Br)o2)o1 | 3 | -2
CCOC(=O)CSc1nsc(SCC(=O)OCC)c1C#N | 5 | -5
O=S(=O)(Nc1nc2ccccc2nc1OCC(F)(F)F)c1cccs1 | 8 | 7
Cc1cc(Cl)ccc1OCC(=O)OC(C)C(=O)NC(N)=O (stereo not given) | -13 | 17
CCN(CC)S(=O)(=O)c1cccc(NC(=O)C2SC(=Nc3ccc(C)cc3C)C(C(=O)NC(C)COC)=C2N)c1 (stereo not given) | 1 | 0
CN(C)S(=O)(=O)c1ccc(C(=O)Nc2nnc(SCC(=O)N3CCOCC3)s2)cc1 | 30 | -23
COCCn1c(=O)[nH]c2cc(C(=O)NCCCN3CCN(c4ccc(F)cc4)CC3)ccc2c1=O | -14 | 13
CC(=O)N(CCCCl)C(C#N)c1ccccc1 (stereo not given) | -18 | 11
CCOC(=O)c1c(C)n(-c2ccc(C)cc2)c2c(C(C(C)=O)C(=O)O)c(Br)c(O)c(O)c12 (stereo not given) | -3 | -8
CN(C)CCOc1ccc2c(c1)C(=O)C(=Cc1ncc([N+](=O)[O-])n1C)C2 | 77 | -76
CCOc1ccccc1C(=O)NCC(=O)OCC(=O)N1CCCC1 | -3 | 5
Cc1cc(F)ccc1NC(=O)Nc1ccc2c(c1)OCO2 | 5 | 4
Cc1cc(NC(=O)CCC(=O)N(CC(=O)NC2CCCC2)c2cccc(C)c2C)no1 | 10 | -6
CCc1cccc(OCC(=O)Nc2cc(Cl)ccc2-n2cncn2)c1 | 5 | -7
O=C(Nc1ccc(F)cc1)c1cccc2c1C(=O)N(Cc1ccccn1)C2 | 12 | 2
CC1CN(S(=O)(=O)c2cccc(C(=O)Nc3ccc(S(=O)(=O)Nc4ncccn4)cc3)c2)CC(C)O1 (stereo not given) | -1 | 7
COc1ccc(S(=O)(=O)N(CCCN2CCOCC2)Cc2cccc3ccccc23)cc1 | 6 | -6
Cc1ccc(NS(=O)(=O)c2cccc(C(=O)NCC(c3ccc(F)cc3)N3CCOCC3)c2)cc1 (stereo not given) | 2 | -11
CC1=NN(/C(=N\c2nnc(C)s2)Nc2ccccc2)[C@H](c2ccc(C)cc2)S1 | -10 | 13
CN=CC1=C(O)C(C(=O)OC)C(C)(C)CC1=O (stereo not given) | 19 | -14
CCN(C(=O)c1c(-c2ccccc2)noc1C)c1ccccc1 | -15 | 17
C#CCOCCOCCOCCNc1nc(N2CCN(C(=O)Cn3cc(CCCCN)nn3)CC2)nc(N2CCN(C(=O)[C@H](C(C)C)n3cc(CCO)nn3)CC2)n1 | -15 | 6
COC(=O)CN(c1ccc(Cl)cc1C)S(C)(=O)=O | -9 | 10

Random excerpt: seven compounds from above
Molecule | H9c2 TAG inh | H9c2 TAG inh DAPI viability
N#CC(c1ccccc1)c1cnccn1 (stereo not given) | -8 | -5
Cc1ccc(OC(C)c2nnc(N)s2)cc1Cl (stereo not given) | 16 | -7
CCOC(=O)c1c(C)n(-c2ccc(C)cc2)c2c(C(C(C)=O)C(=O)O)c(Br)c(O)c(O)c12 (stereo not given) | -3 | -8
COc1ccc(S(=O)(=O)N2CCOCC2)cc1NC(=O)CSc1nnc2c(n1)[nH]c1ccccc12 | 7 | -7
CC(=O)Nc1ccc(S(=O)(=O)NCCC(=O)OC(C)C(=O)NC2(C#N)CCCCC2)cc1 (stereo not given) | -30 | 2
COc1ccc(N2CCN(C(CNC(=O)c3cccs3)c3ccco3)CC2)cc1 (stereo not given) | 2 | -7
CN(Cc1ccccc1)C(=O)c1nc[nH]c1C(=O)N(C)Cc1ccccc1 | 5 | 2

Structures above containing a tert-butyl group:
Molecule | H9c2 TAG inh | H9c2 TAG inh DAPI viability
CC(C)(C)OC(=O)C[C@@H]1C/C=C\C[C@@H](CC(=O)N(CCO)Cc2ccccc2)C(=O)N[C@@H](c2ccccc2)COC1=O | 20 | -3
CC(C)(C)OC(=O)N1CCC(C(=O)Nc2ccc(C(=O)N3CCOCC3)cc2)CC1 | -10 | 3

More entries
Molecule | H9c2 TAG inh | H9c2 TAG inh DAPI viability
COc1ccc(NC(=O)COc2ccc3c(c2)CCC3)cc1S(N)(=O)=O | -13 | 2
CC(=O)Nc1ccc(NS(C)(=O)=O)cc1 | -2 | 6
O=C(O)c1ccccc1C(=O)NCCc1c(C(=O)O)[nH]c2ccc(Cl)cc12 | -1 | -1
CCCS(=O)(=O)N1CCN(CCN2C(=O)c3cccc4cccc(c34)C2=O)CC1 | -39 | 15
O=C(CSc1ncn[nH]1)N1c2ccccc2Sc2ccccc21 | 0 | -9
Clc1cc(NCc2ccccc2)ncn1 | 4 | 0
CCCCn1cnc2c(=S)nc(N)[nH]c21 | 1 | -4
O=C(COC(=O)C1CC(=O)N(Cc2ccccc2)C1)c1ccc(F)cc1 (stereo not given) | 7 | -4
COc1cc(C(=O)Nc2ccc3oc(-c4cccnc4)nc3c2)cc(OC)c1OC | 9 | 0
O=C(CCNS(=O)(=O)c1ccccc1)OCc1nnc(-c2ccccc2)o1 | 9 | -5
O=C(/C=C/c1ccco1)OCc1nnc(-c2ccccc2)o1 | 3 | -2
O=C(CNS(=O)(=O)c1cccs1)NCc1ccccc1 | 0 | -1
O=c1c(Cc2ccc(F)cc2)c(O)ccn1Cc1cccc(Cl)c1 | 5 | 1
CN(C)CCCNC(=O)C[C@H]1C[C@H](C(=O)N2CCOCC2)[C@@]2(C)c3[nH]c4ccc(Cl)cc4c3CCN2C1=O | 8 | -3
COc1ccc(C2=C(CN(C)C)C(c3ccccc3)c3ccccc3O2)cc1 (stereo not given) | 5 | -3
CCc1nnc(NC(=O)COc2ccccc2[N+](=O)[O-])s1 | 8 | -14
COc1ccc2[nH]c(=O)c(CN(C(=O)COc3ccccc3)C(C)C)cc2c1 | -2 | 0
CCCC(=O)Nc1ccccc1N1CCN(C(=O)c2ccccc2)CC1 | -17 | 4
CCCCNC(=O)CCc1nc2cccnc2n1Cc1ccc(OC)cc1 | -7 | 7
CC1CCCN(C(=O)Cn2cnc3c2c(=O)n(C)c(=O)n3C)C1 (stereo not given) | 9 | -1
CC(C)c1ccc(NC(=O)COC(=O)c2cc(=O)[nH]c3ccccc23)cc1 | 3 | -3
O=C(Nc1ccon1)Nc1ccccc1C(F)(F)F | -4 | -4
Cn1c(=O)n(Cc2ccccc2Br)c2ccccc21 | -3 | 5
CC1CCC(NC(=O)COc2ccccc2C(N)=O)CC1 (stereo not given) | -22 | -2
Cc1ccc(C(=O)NCC(=O)OC(C)C(=O)Nc2ccc(N3CCOCC3)cc2)s1 (stereo not given) | 3 | -4
C(#Cc1ccccc1)CN1CCN(c2ccccn2)CC1 | -7&-18 | -3&17
CCCC(=O)NCCc1nc2ccccc2n1CCC | 0 | 0
S=c1nc(C2CC2)[nH]c2ccccc12 | -2 | 5
COc1cc(OC)cc(C(=O)N[C@H](C(=O)Nc2ccc3c(c2)OCO3)C(C)C)c1 | 3 | 1
CN1C(C(=O)NCC2CC2)CC2Cn3c(nc4ccccc43)C21 (stereo not given) | -8 | 1
O=C(c1ccccc1)N1CCN(C(=O)c2ccccc2)CC1 | -13 | 1

Screens as filed in PubChem BioAssay.
